Screening results: PubChem BioAssay, several laboratories
HSF1 inh = HSF1 inhibition; AID 2098; NIH3T3-HGL HSE-luciferase, MG132-induced, luminescence 8 h; hits give low values; 300,000 compounds, 0.77% hits; activity change, negative = inhibition, % at 7.5 µM (by protocol);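 active means more than half of replicate wells show activity change below -50%, luminescence cut by over half; inconclusive means some wells, but at most half, below -50%; inactive means no replicate well below -50%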;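 further: luciferase reports HSF-1 transcriptional activity via heat shock element; 0% = median of DMSO wells and -100% = zero luminescence signal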
GSK3 alpha inh = inhibitors of human GSK-3 alpha kinase | 320,000 compounds, 0.1% hits | inhibition, % at 10 µM | ADP-Glo luminescence, 60 min | P49840;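 in the data active means inhibition above about 50%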;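 further: GST-tagged GSK-3 alpha with peptide substrate and 25 µM ATP; 0% = DMSO neutral wells and 100% = GW8510 positive control wells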
Target sequence (P49840 whole entry, looked up): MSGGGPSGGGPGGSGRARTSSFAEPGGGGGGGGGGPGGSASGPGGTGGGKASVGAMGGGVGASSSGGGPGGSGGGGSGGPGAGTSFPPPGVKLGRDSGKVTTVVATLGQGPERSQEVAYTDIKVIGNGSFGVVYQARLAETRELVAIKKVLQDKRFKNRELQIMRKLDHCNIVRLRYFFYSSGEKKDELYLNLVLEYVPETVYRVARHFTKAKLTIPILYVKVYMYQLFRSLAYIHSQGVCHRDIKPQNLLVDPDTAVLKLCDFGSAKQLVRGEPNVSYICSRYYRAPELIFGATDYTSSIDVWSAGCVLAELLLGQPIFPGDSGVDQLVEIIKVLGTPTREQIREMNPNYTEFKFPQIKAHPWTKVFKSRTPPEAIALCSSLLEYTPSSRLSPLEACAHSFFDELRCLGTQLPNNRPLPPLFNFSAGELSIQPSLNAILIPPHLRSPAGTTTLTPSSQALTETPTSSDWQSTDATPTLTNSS
GSK3beta inhib = blocks human GSK3beta kinase activity; 300,000 compounds, 0.038% hits; P49841; GST-GSK3beta kinase, ADP-Glo luminescence, 60 min; hits give low values; AID 2097; activity score (negative = inhibition), % at 10 µM;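 active means more than half of replicate wells score below -50%, meaning over 50% inhibition versus plate controls; inconclusive means some replicates but at most half score below -50%; inactive means no replicate scores below -50%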;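 further: 0% = median DMSO wells and -100% = median GW8510 positive control wells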
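Assay system: GST-tagged human GSK3beta kinase, cell-free; Input: 1.6 ng GSK3beta; Medium: Tris/MgCl2 kinase buffer; Timing: 60 min enzyme reaction, room temperature; Signal: ADP-Glo luminescence quantifying ADP generated by kinase; Evaluation: score relative to plate controls; Benchmarks: DMSO neutral wells and GW8510 at 20 µM as positive.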
PolyA inhibitor = yeast polyadenylation inhibition; S. cerevisiae SKY197-pL101 polyadenylation reporter, beta-gal luminescence; efflux-impaired pdr1/pdr3 knockout yeast; score 100 = 6 SD above DMSO; calls only at 12 µM; 300,000 compounds, 0.02% hits;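 active means lowest replicate activity score at least 50, where 100 means six control SD above control mean; inconclusive means lowest score under 50 but half or more replicates reach 50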;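 further: yeast exposed to compound for 9 h at 30 °C; higher score means more reporter readthrough which indicates perturbed polyadenylation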
HDAC3 inhib = inhibitors of human histone deacetylase 3 | O15379 | recombinant HDAC3, fluorogenic peptide/trypsin coupled, fluorescence | inhibition, % at 8.3 µM | 320,000 compounds, 0.15% hits | AID 2718; in the data active means inhibition above about 26%, passing the limit was not always enough; inconclusive means no clear call, values can overlap the other calls
Target sequence (O15379 whole entry, looked up): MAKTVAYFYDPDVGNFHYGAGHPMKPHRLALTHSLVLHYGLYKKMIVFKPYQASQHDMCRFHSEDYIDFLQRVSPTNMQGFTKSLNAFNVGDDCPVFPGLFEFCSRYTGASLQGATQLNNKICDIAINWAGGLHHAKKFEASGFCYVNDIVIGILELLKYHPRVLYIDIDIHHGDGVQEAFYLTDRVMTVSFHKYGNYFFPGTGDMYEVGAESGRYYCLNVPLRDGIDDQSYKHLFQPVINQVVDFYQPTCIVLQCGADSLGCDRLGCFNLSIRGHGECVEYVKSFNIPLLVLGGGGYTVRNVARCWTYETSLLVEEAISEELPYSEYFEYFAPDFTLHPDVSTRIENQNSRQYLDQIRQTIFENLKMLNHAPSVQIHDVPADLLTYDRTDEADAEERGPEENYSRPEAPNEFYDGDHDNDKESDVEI
Platelet DG rel = platelet dense granule release activity; human platelet-rich plasma, SFLLRN dense granule ATP release, luminescence; inhibition, %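 (compounds screened at 7.5 µM in platelet-rich plasma)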; 300,000 compounds, 0.22% hits; AID 1663;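 active means mean replicate score, as percent of positive control, at or above 50; inconclusive means mean below 50 but at least one replicate at or above 50; inactive means mean and every replicate below 50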
DYRK1A inh = inhibitors of rat Dyrk1A kinase; Q63470; ADP-Glo luminescence, NFATc1 peptide; inhibition, % at 12.5 µM; 310,000 compounds, 0.43% hits; AID 504441; in the data active means inhibition above about 50%;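 further: plate controls were vehicle with enzyme for no effect and no enzyme for full effect; many of its hits are not listed in these tables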
AI-2 QS mod = modulators of Vibrio harveyi AI-2 quorum sensing system | Vibrio harveyi JMH597 AI-2 luminescence/OD600 ratio, 9 h; hits give low values; strain lacks LuxN and CqsS sensors; 0 = neutral-control median | activity change, % at 7.5 µM | 300,000 compounds, 0.4% hits | AID 2094; in the data active means activity change below about -75%, passing the limit was not always enough; inconclusive means no clear call, values can overlap the other calls;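 further: luminescence divided by OD600 gain over 9 h not by final OD600 alone; inactives centre near 13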
HSF-1 act = increases HSF-1 driven luciferase reporter signal; NIH3T3-HGL HSF-1 luciferase reporter, MG132, 8 h; 100% = twice DMSO control signal; activation, % at 9 µM; 300,000 compounds, 1.7% hits; AID 504408;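 active means mean replicate activation of at least 50% with a set share of replicates each reaching 50%; inconclusive means only one of those two conditions met; inactive means mean below 50% and too few replicates reaching it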;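 further: 0% = median of the neutral control wells and 100% = twice that signal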
HSP90 refold inh = HSP90 refolding inhibition in rabbit reticulocyte lysate | AID 1789 | 290,000 compounds, 0.91% hits | luciferase refolding luminescence, 3 h | inhibition, % at 5.6 µM;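 active means inhibition above the screen-wide mean plus 3 SD, computed separately per campaign, cut at about 16% in these data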;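 further: 0% = DMSO wells and 100% = 60 µM geldanamycin wells; inhibitors lower the luminescence because luciferase stays unfolded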
* hit, by the source's call; i = inactive; ? = inconclusive; . = not tested or not shown.

Values in the order: HSF1 inh, GSK3 alpha inh, GSK3beta inhib, PolyA inhibitor, HDAC3 inhib, Platelet DG rel, DYRK1A inh, AI-2 QS mod, HSF-1 act, HSP90 refold inh
- CCC(Oc1ccccc1)C(=O)Nc1cc(C(F)(F)F)ccc1N1CCOCC1 (centres undefined)
→ -3, -2, 0, i, -22, -21, ., 30, -15, .
- CS(=O)(=O)N1CCN(c2ccccc2NC(=O)CSc2ccc(Cl)cc2)CC1
→ 11, -2, 2, i, 1, -2, 12, 11, 17, -1
- COc1ccc(-c2c(C(C)=O)c(C)nc3sc4c(c23)NC(c2ccccc2)NC4=O)cc1 (centres undefined)
→ -8, 2, 0, i, 0, -5, 1, 14, 7, 0
- CCCC(=O)N1CCN(c2ccc(NC(=O)c3ccc([N+](=O)[O-])o3)cc2Cl)CC1
→ 24, ., 2, i, ., -1, 5, 37, 46, 0
- O=C(Nc1ccc2nc(-c3ccccc3)[nH]c2c1)c1cccs1
→ 18, -7, 1, i, 13, -12, -1, 0, 26, 0
- O=C(NCc1ccc2c(c1)OCO2)c1c[nH]c2ccc(S(=O)(=O)N3CCOCC3)cc2c1=O
→ 4, -6, -1, i, -7, 4, 0, 31, -11, 2
- CCOc1ccccc1NC(=O)c1ccccc1NS(C)(=O)=O
→ -2, -2, 1, i, -4, 4, -3, 0, 13, 3
- COc1ccc(/C(O)=C2/C(=O)C(=O)N(CC3CCCO3)C2c2cccc(OC)c2)cc1 (centres undefined)
→ 1, -3, 2, i, 6, -2, -2, 91, -2, -2
- CC1CCN(C(=O)C2CCN(S(=O)(=O)c3ccc(-n4cnnn4)cc3)CC2)CC1
→ -6, 0, 3, i, 1, 3, 3, 21, -3, 1
- Cc1cc(C)n(-c2nnc(C)n2/N=C/c2ccco2)n1
→ -1, -5, 0, i, 8, 14, 1, 42, -9, 6
- COC(=O)/C=C/CSC1=N/C(=C/c2ccc(-n3cncn3)cc2)C(=O)N1
→ 0, -1, -9, i, -9, ., -9, 12, -8, -1
- COc1cccc(S(=O)(=O)Nc2cccc(C(=O)N3CCCCCC3)c2)c1
→ ., -1, 3, i, 2, 2, -3, 14, ., 5
- COc1ccc(NC(=O)Nc2c[nH]c(=O)[nH]c2=O)cc1OC
→ -6, -2, -1, i, 2, -3, -3, 11, -4, 0
- CSc1cccc(NC(=S)Nc2ccc(F)cc2)c1
→ -16, 3, -5, i, -8, -2, ., 14, -27, -5
- O=S(=O)(c1ccccc1)N1CCN=C1SCc1cccnc1
→ -3, 4, -7, i, -3, -4, -2, 6, 3, 0
- C/C(N)=C(/C#N)C(=O)COC(=O)COc1ccc(Cl)cc1C
→ 3, 0, -1, i, -8, 2, ., 7, 27, 0
- CC1Cc2cc(/C(O)=C3/C(=O)C(=O)N(CCCN4CCOCC4)C3c3ccc(C(C)C)cc3)ccc2O1 (centres undefined)
→ 2, 0, 0, i, 3, -9, 2, 6, 37, 0
- NC(=O)CC(NC(=O)c1ccc(Br)cc1)c1ccc(NCCc2ccc(F)cc2)c([N+](=O)[O-])c1 (centres undefined)
→ 27, -1, -6, i, 3, -1, 3, 2, 39, .
- CSc1nc2c(c(=O)[nH]c(=O)n2C)n1Cc1ccc(Cl)cc1
→ 12, 4, 1, i, 1, -3, -8, 14, 29, 0
- CCN1CC=C2C(C#N)=C(N)C(C#N)(C#N)[C@H](c3ccoc3)[C@H]2C1
→ -12, 17, -10, i, -12, -4, 4, 6, -23, 1
- CCc1ccc2[nH]c(=O)c(CN(Cc3ccc(F)cc3)C(c3nnnn3CCN3CCOCC3)C(C)C)cc2c1 (centres undefined)
→ -3, 6, 2, i, 7, -9, 0, 12, 8, -1
- Cc1cc(CN(C)C(=O)CC2C(=O)NCCN2Cc2c(F)cccc2Cl)n[nH]1 (centres undefined)
→ 0, 1, 1, i, -16, 0, -2, 4, 14, -3
- CCN(CC)CCNC(=O)CCc1nn(C)c(=O)c2ccccc12
→ 1, -3, -1, i, -2, 5, 4, 3, -4, 0
- CCN=c1sc(C(=O)NCCc2ccccc2)cc(=O)n1CC
→ -6, 0, -1, i, ?, 0, 8, 8, -16, 2
- CCC1CCC(C(=O)NC(C(=O)NCCN2CCOCC2)C(C)C)CC1 (centres undefined)
→ -8, 0, 2, i, 2, 1, -6, 10, -5, 2
- O=C1CCCN2N=C(SCC(=O)Nc3nccs3)SC2=N1
→ 8, 1, 1, i, 3, 9, 10, 13, 12, -2
- O=C(Nc1ccccc1)c1ccc2nsnc2c1
→ 7, 2, 0, i, -8, 15, 5, 14, 12, -5
- Cc1ccc(-c2nc(C(=O)O)cs2)cc1
→ 1, -3, 3, i, -4, 2, ., 58, 1, 1
- Nn1c(SCc2cccc(F)c2)nnc1-c1ccncc1
→ 10, 0, -1, i, -7, 2, ., 5, -4, 1
- CCOc1ccccc1/C=C(/NC(=O)c1ccccc1)C(=O)NCC(=O)O
→ -6, -3, 4, i, ?, 30, -2, 7, -7, 4

In the list so far, two have a nitro group on carbon.
Values in the order: HSF1 inh, GSK3 alpha inh, GSK3beta inhib, PolyA inhibitor, HDAC3 inhib, Platelet DG rel, DYRK1A inh, AI-2 QS mod, HSF-1 act, HSP90 refold inh
- CCCC(=O)N1CCN(c2ccc(NC(=O)c3ccc([N+](=O)[O-])o3)cc2Cl)CC1
→ 24, ., 2, i, ., -1, 5, 37, 46, 0
- NC(=O)CC(NC(=O)c1ccc(Br)cc1)c1ccc(NCCc2ccc(F)cc2)c([N+](=O)[O-])c1 (centres undefined)
→ 27, -1, -6, i, 3, -1, 3, 2, 39, .

Part of the list above, as tab-separated lines:
mol	HSF1 inh	GSK3 alpha inh	GSK3beta inhib	PolyA inhibitor	HDAC3 inhib	Platelet DG rel	DYRK1A inh	AI-2 QS mod	HSF-1 act	HSP90 refold inh
COc1ccc(/C(O)=C2/C(=O)C(=O)N(CC3CCCO3)C2c2cccc(OC)c2)cc1 (centres undefined)	1	-3	2	i	6	-2	-2	91	-2	-2
CC1CCN(C(=O)C2CCN(S(=O)(=O)c3ccc(-n4cnnn4)cc3)CC2)CC1	-6	0	3	i	1	3	3	21	-3	1
Cc1cc(C)n(-c2nnc(C)n2/N=C/c2ccco2)n1	-1	-5	0	i	8	14	1	42	-9	6
COC(=O)/C=C/CSC1=N/C(=C/c2ccc(-n3cncn3)cc2)C(=O)N1	0	-1	-9	i	-9	.	-9	12	-8	-1

The list goes on.
Values in the order: HSF1 inh, GSK3 alpha inh, GSK3beta inhib, PolyA inhibitor, HDAC3 inhib, Platelet DG rel, DYRK1A inh, AI-2 QS mod, HSF-1 act, HSP90 refold inh
- Cc1c(C(=O)O)[nH]c2c1C(=O)CC(c1ccc(C(C)(C)C)cc1)C2 (centres undefined)
→ -3, -2, 6, i, 2, -4, 0, 29, 15, -7
- CC1(C)CC(=O)C(C(O)c2ccccc2)C(C)(C)N1 (centres undefined)
→ -3, -2, -3, i, -2, -2, -2, 3, 4, 2
- Cc1cccc(-n2c(SCC(=O)O)nc3sc4c(c3c2=O)CCCC4)c1
→ 6, -4, 1, i, 3, -13, 4, 22, -14, 0
- COc1ccc(N2C(=O)CC(NNC(=O)c3cccnc3)C2=O)cc1 (centres undefined)
→ -1, 0, -1, i, -7, -13, ., 12, -6, -3
- Cc1cc(Cl)ccc1NC(=O)CSc1nnc(-c2ccncc2)n1Cc1ccco1
→ 2, -1, 3, i, 2, -2, 1, 7, 14, 3
- COc1ccc(-n2c(Cc3cccn3C)nnc2SCC(=O)Nc2ccc(Cl)cc2)cc1
→ 1, ., 0, i, -1, 5, -3, 39, 6, 2
- O=C(CC1S/C(=N/N=C/c2ccco2)NC1=O)Nc1cccc(Cl)c1Cl (centres undefined)
→ -5, 5, 1, i, -7, 2, 5, 2, -4, 1
- CC(=O)c1c(C)oc2ccc(NS(=O)(=O)c3ccc(F)cc3C)cc12
→ -2, -3, -1, i, 1, -17, 3, 3, -1, -3
- CCN(C(=O)CSc1nnc(Cc2cccc3ccccc23)n1N)C1CCS(=O)(=O)C1 (centres undefined)
→ -1, 2, 1, i, 0, 4, 7, 34, 5, 1
- O=[N+]([O-])c1cccn2cc(-c3ccc(Br)cc3)nc12
→ 21, 3, 1, i, 0, -6, 12, 9, ?, -2
- Cc1cccc(NC(=O)c2ccc(NCC3CCCO3)c([N+](=O)[O-])c2)c1 (centres undefined)
→ 12, -5, 1, i, 14, 4, 6, 25, 11, -1
- CCOC(=O)c1sc(N(C)C(C)=O)nc1C
→ 7, 0, -3, i, 1, ., -7, 10, -3, 1
- CC1=CC2=NC(=O)CC(C)(C(=O)N(CC(=O)NC(C)C)C3CCCC3)N2C=C1 (centres undefined)
→ 3, -3, 0, i, -9, -5, ., 9, 8, 3
- CCCSc1nnc(CSc2ncccn2)n1C
→ -2, 1, 0, i, 1, 3, -10, 2, 10, -1
- O=C(c1cccnc1)N1CCN(S(=O)(=O)c2ccc(F)cc2)CC1
→ -1, -4, 4, i, ?, -4, 1, 9, 0, 1
- O=C(N/N=C/c1ccncc1)c1cc(Br)ccc1OCc1ccccc1
→ 19, -2, 1, i, 7, 1, -9, 6, 22, -6
- O=C(c1cccs1)N1CCN(CCc2ccccc2)CC1
→ 2, 2, 2, i, 1, -11, -5, 19, 5, 2
- O=C(NCc1ccc2c(c1)OCO2)C(=O)NCC1OCCCN1S(=O)(=O)c1cc(F)ccc1F (centres undefined)
→ -4, 1, 4, i, 1, -3, 0, 21, -4, 0
- O=C1OCc2cc(NC(=O)C34CC5CC(CC(C5)C3)C4)ccc21
→ -2, -2, 7, i, -2, -3, -2, 19, -9, 5
- O=C1CCN(C(=O)c2ccccc2)C2CCCCC12 (centres undefined)
→ 3, 1, 1, i, -1, 3, -7, 14, 10, -1
- COc1ccc(C(=O)C2CCCN(Cc3c(F)ccc(F)c3F)C2)c(OC)c1 (centres undefined)
→ 10, -8, 3, i, 12, 2, -2, 10, 34, 4
- Cc1ccc2cc(C(=O)O)c(C)nc2c1
→ -1, -3, 0, i, 0, 1, 26, 9, -15, 0
- CC(OC(=O)c1cc(S(=O)(=O)N2CCOCC2)ccc1F)C(=O)NC1CCCCC1C (centres undefined)
→ -4, -2, 6, i, -5, -10, 4, 22, -3, -3
- Cc1cccc(NS(=O)(=O)c2cc3c4c(c2)CC(=O)N4CCC3)c1C
→ 12, 2, -2, i, 0, 2, -1, 18, 23, -1
- CCOC(=O)CC(=O)Nc1nnc(CC(C)C)s1
→ 5, 0, 4, i, -6, 1, 1, 4, -11, -1
- Cc1nc(C)c(-c2ccnc(/N=C/NO)n2)s1
→ -8, 10, -12, i, -1, 1, 26, 31, 0, 2
- c1ccc(-c2ccc(CNC3CC3)cc2)cc1
→ 10, 0, -2, i, -2, 3, -3, 19, 10, 1
- N#C/C(=C\c1ccc(C(=O)O)cc1)S(=O)(=O)c1cc(Br)ccc1Br
→ -6, -9, 0, i, -6, 0, 0, 34, -1, 4

Not all compounds are listed; rates above refer to the full screens.
